Abeta yeast res = restores growth of yeast expressing A-beta42 peptide; yeast expressing A-beta42, growth rescue, OD600, 48 h; response scale: 0% DMSO, 100% iron-clioquinol control; Potency, µM (doses to about 46.1 µM), for inactives: at the highest dose growth rescue, usual class: activators; actives 0.063% (n = 410,000); note: potency is the fitted concentration of half-maximal effect; nearly all actives have a fitted effect of over 55% in size
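Yeast A-beta toxicity model in growth medium with pinned compounds, 48 h at 30 C; growth read as absorbance at 600 nm. Normalized to FeCl3/clioquinol equimolar mix (positive) and DMSO (negative).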
WRN helicase inh = inhibitors of human WRN helicase. Q14191. WRN helicase unwinding, fluorescent forked duplex, kinetic. Potency, µM (top dose mostly 114 µM), for the others: at the highest dose activity change, negative = inhibition, usual class: inhibitors. actives 0.46% (n = 360,000). AID 651768; note: potency is the fitted concentration of half-maximal effect; % is set by controls: 0 for no effect and ±100 for the full control effect; nearly all actives have a fitted effect of over 55% in size
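WRN at 20 nM final was preincubated with compound for 15 min at room temperature; reaction started with 100 nM forked duplex oligonucleotide carrying fluorophore and quencher plus 2 mM ATP (final). Unwinding followed kinetically by red fluorescence (ex 525/em 598 nm).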
IL-2 act = IL-2 activation. IL-2 activation reporter assay, cell-based qHTS; stimulated with anti-CD3/CD4/CD28 beads; in transgenic mouse T cells. activation, % (series mostly up to about 46 µM). actives 0.065% (n = 360,000). AID 652025; in the data active = activation above about 50%; inconclusive = mostly about 30% to 49%; note: 0% is about no effect
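EGFP and DsRed fluorescence is measured by plate cytometry in unstimulated transgenic mouse T cells exposed to compound for 60 minutes, then stimulated 18 hours at 37 degrees C with anti-CD3/anti-CD4 beads plus anti-CD28.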
EPAC1 antag = antagonists of human EPAC1; actives 0.14% (n = 360,000); O95398; EPAC1 GEF assay, Rap1b-BODIPY-GDP exchange fluorescence; Potency, µM (titrated, usually from 115 µM), without a hit: at the highest dose activity change, negative = inhibition, hits mostly inhibitors;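 note: potency is the fitted concentration of half-maximal effect; plate controls were vehicle for no effect and positive control for full effect; nearly all actives have a fitted effect of over 50% in size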
PI5P4K alpha inh = inhibitors of human PI5P4K alpha; P48426; PI5P4Kalpha enzyme, ADP-Glo luminescence, 60 min; active compounds read low; max response, %; actives 1.2% (n = 330,000); AID 652105; active = max response of -50% or lower; inconclusive = between -30% and -50%; inactive = -30% or higher; note: value at the top dose of about 77 µM; % is set by controls: 0 for no effect and ±100 for the full control effect
Target sequence (P48426 whole entry, looked up): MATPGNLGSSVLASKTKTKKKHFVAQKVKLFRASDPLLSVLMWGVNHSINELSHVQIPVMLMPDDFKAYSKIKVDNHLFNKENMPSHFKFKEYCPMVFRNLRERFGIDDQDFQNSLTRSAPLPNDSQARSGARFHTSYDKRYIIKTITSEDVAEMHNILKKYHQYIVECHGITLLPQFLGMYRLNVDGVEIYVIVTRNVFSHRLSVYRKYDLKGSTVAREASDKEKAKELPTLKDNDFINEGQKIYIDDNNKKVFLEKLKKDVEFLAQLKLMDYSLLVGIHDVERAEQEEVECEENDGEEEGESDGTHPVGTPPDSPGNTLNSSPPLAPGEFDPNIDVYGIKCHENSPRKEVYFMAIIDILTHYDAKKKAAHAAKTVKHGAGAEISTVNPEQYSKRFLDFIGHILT
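ADP-Glo luminescence end-point read after a 60 min room-temperature kinase reaction of PI5P4Kalpha plus substrate, initiated with ATP at 5 microM final. Buffer: 0.038 M HEPES pH 7.4, EGTA, 0.1% CHAPS, 5% DMSO.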
aSyn rescue = inhibitors of alpha-synuclein toxicity in yeast. Yeast expressing alpha-synuclein, growth rescue, BacTiter-Glo, 24 h. Potency, µM (top dose mostly 46.1 µM), for the others: at the highest dose growth rescue (activation), actives largely listed as activators. actives 0.14% (n = 370,000). AID 652106; note: potency is the fitted concentration of half-maximal effect; % of control where 0% means no effect; nearly all actives have a fitted effect of over 65% in size
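Rescue of yeast growth: cells expressing toxic alpha-synuclein, induced in galactose at OD600 0.02, incubated with compound 24 h at 30 C. ATP luminescence quantified growth; inhibitors of toxicity appear as activators.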
PLK1 PBD inh = PLK1 (human) polo-box domain binding inhibition. Plk1 PBD binding of FITC phosphopeptide, fluorescence polarization. P53350. Potency, µM, without a hit: max response, negative = inhibition, actives largely listed as inhibitors. actives 2.8% (n = 360,000). AID 720504; note: potency is the fitted concentration of half-maximal effect; series mostly up to about 57 µM; % is set by controls: 0 for no effect and ±100 for the full control effect; nearly all actives have a fitted effect of over 65% in size
Target sequence (P53350 whole entry, looked up, the tested form may be a part): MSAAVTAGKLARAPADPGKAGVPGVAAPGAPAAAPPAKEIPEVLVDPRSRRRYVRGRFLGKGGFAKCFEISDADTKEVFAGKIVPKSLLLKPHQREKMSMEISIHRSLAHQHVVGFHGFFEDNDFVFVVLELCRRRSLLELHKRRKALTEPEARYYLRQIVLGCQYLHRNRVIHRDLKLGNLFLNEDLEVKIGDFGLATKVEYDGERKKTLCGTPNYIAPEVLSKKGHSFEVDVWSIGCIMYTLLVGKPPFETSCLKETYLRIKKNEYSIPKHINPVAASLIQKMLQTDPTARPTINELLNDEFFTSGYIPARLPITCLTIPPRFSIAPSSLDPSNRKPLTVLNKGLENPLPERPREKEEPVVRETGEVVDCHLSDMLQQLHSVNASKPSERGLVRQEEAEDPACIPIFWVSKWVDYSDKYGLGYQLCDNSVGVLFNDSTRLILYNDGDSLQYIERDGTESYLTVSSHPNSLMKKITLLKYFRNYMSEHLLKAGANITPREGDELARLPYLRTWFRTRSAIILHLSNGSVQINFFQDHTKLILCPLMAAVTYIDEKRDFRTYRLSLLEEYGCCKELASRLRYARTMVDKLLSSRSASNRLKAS
EPAC1 agonist = agonists of human EPAC1 | O95398 | EPAC1 agonist qHTS, biochemical assay; response scale: 100% = response to 6.5 mM cAMP | Potency, µM (highest dose often 154 µM), for the others: at the top dose activation, most hits filed as activators | actives 0.073% (n = 360,000) | AID 720707; note: potency is the fitted concentration of half-maximal effect; nearly all actives have a fitted effect of over 60% in size
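Compounds were pinned as a concentration titration into mixtures of EPAC1 (100 nM), BODIPY-GDP-loaded Rap1B (250 nM) and GDP (50 uM). After 5 min at room temperature, fluorescence was followed for 30 min; activity was scaled to 6.5 mM cAMP.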
FUS yeast rescue = suppressors of FUS proteinopathy in yeast; S. cerevisiae FUS-expressing, growth rescue, OD600, 24 h; Potency, µM (series often up to 76.6 µM), for the others: at the highest dose growth rescue (activation), actives largely listed as activators; actives 0.24% (n = 390,000); AID 1347120;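 note: potency is the fitted concentration of half-maximal effect; plate controls were DMSO vehicle for no effect and reference control for full effect; nearly all actives have a fitted effect of over 55% in size; some results filed as inactive show a strong effect at the top dose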
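Cultures pregrown in 2.5% raffinose medium are shifted to minimal medium containing 2% galactose to express toxic FUS. Compounds are tested at several concentrations. After 24hr at 30C, growth is quantified at 600 nm absorbance.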
Starred values were filed as active, the others as inactive; u = inconclusive; x = no result given; & = joins results of further samples; [ ] = dose if it differs, or a comment. Unless noted, calls come from the whole dose curve; as a rule, active = well fitted curve in the direction sought with a large enough effect; inconclusive = small, poorly fitted or top-dose-only effect, or another doubt; inactive = no such curve, though single readings can be large; an effect the other way counts as inactive or inconclusive.

Sequence of screens: Abeta yeast res	WRN helicase inh	IL-2 act	EPAC1 antag	PI5P4K alpha inh	aSyn rescue	PLK1 PBD inh	EPAC1 agonist	FUS yeast rescue
O=C(NCc1cccc(Cl)c1)c1ccc(S(=O)(=O)Nc2cccc(C(F)(F)F)c2)cc1
    8%	u	-0.4	u	-9	0%	-9%	-11%	3%
Cn1c(=O)c(NC2CCCCC2)c2c3c(cccc31)C(=O)c1ccccc1-2
    16%	0%	-3.7	43%[activator]	13	2%	u	8%	-12%
OC(COc1ccc2c(c1)OCO2)CN1CCCC1 (stereo not drawn)
    5%	-3%	0.6	1%	-1	0%	u	3%	-20%
O=C(Nc1cnc2ccccc2c1)c1cccc(-n2cnnn2)c1
    18%	-9%	-1.2	-2%	1	1%	-3%	2%	3%
Cc1[nH]c2ccccc2c1C(=O)CN1CCCC(C)C1 (stereo not drawn)
    -17%	11%	-5.9	-1%	-6	-5%	-2%	5%	13%
CC(C)CC1NC(=O)N(CC(=O)c2ccc3c(c2)OCCO3)C1=O (stereo not drawn)
    -5%	8%	-0.1	0%	1	2%	-2%	0%	19%
O=C1CCC/C(=N\NC(=O)NC2CCCCC2)C1
    -14%	-8%	-0.8	-1%	-1	0%	-13%	1%	3%
COc1ccc(NC(=O)NC(C(F)(F)F)C(F)(F)F)cc1
    -14%[9.22 µM]	-28%	-3.6	-23%	9	1%	-27%	0%	-24%
COc1ccc(NC(=O)CN(C)C(=O)Cc2c(C)nc3ccccc3c2C)cc1
    1%	3%	-0.4	-15%	-22	-1%	-2%	15%	31%
Cc1ccc(S(=O)(=O)N(C)C)cc1NC(=O)COC(=O)/C(=C/c1ccc(F)cc1)c1cccs1
    1%	-5%	-4.8	9%	u	16%	-1%	-3%	44%
CC1CCN(CC(=O)Nc2ccccc2-c2ccccc2)CC1
    13%	-9%	-2.2	-8%	x	-9%	-1%	15%	-11%
Cc1[nH]c2c(Cl)cccc2c1CCNC(=O)C1CCCCC1C(=O)OCC(F)(F)F (stereo not drawn)
    u	-3%	-2.0	u	10	21%	-3%	-13%	28%
CCOC(=O)N1CCN(C(=O)c2ccc(Cn3c(=S)[nH]c4cc(OCC)c(OCC)cc4c3=O)cc2)CC1
    1%	-3%	4.4	-8%	5	-1%	-14%	6%	28%
NC(=O)C1(NC(=O)[C@@H]2CC3(CC(c4cccc(NC(=O)[C@@H]5CCC(=O)N5)c4)=NO3)CN2C(=O)c2cnccn2)CC1 (stereo partly drawn)
    -5%	1%	0.4	-9%	-1	-2%	-11%	-7%	-3%
c1ccc2[nH]c(CCCc3nc4ccccc4[nH]3)nc2c1
    9%	-9%	-0.6	5%	2	6%	-8%	6%	-2%

Continued.
Sequence of screens: Abeta yeast res	WRN helicase inh	IL-2 act	EPAC1 antag	PI5P4K alpha inh	aSyn rescue	PLK1 PBD inh	EPAC1 agonist	FUS yeast rescue
C/C(=N\Nc1ccc([N+](=O)[O-])cc1)c1ccc(C#N)cc1
    -3%	-7%	0.6	-18%	-1	-6%	-2%	9%	29%
Cc1ccc(-c2[nH]nc3c2C(C)C(C#N)=C(N)O3)cc1 (stereo not drawn)
    6%	-8%	-0.1	-3%	u	1%	-11%	7%	x
O=C(OCn1nnc2ccccc2c1=O)c1ccc(O)cc1
    8%	-3%	-0.7	-6%	-12	u	-13%	16%	8%
Cc1ccc(/C=C(\C#N)C(=O)Nc2cccc(C)n2)cc1
    15%	-6%	1.7	-18%	7	-4%	-3%	6%	-12%
Cn1c(/C(C#N)=C(\O)CN2CCN(Cc3ccccc3)CC2)nc2ccccc21
    11%	6%	0.6	6%	3	0%	-5%	-1%	2%
NS(=O)(=O)c1ccc(CCNc2nc(CN3CCCCC3)nc3sc4c(c23)CCC4)cc1
    5%	-2%	-0.9	-3%	x	5%	0%	-7%	17%
COC(=O)c1ccc(CSc2nnnn2C)o1
    5%	6%	1.0	-15%	x	4%	-1%	1%	13%
Cc1ccc(S(=O)(=O)NCC2CCC(C(=O)NCc3ccccn3)CC2)cc1 (stereo not drawn)
    13%	4%	0.7	-5%	-5	5%	-2%	-8%	0%
Cn1cc(-c2coc3c(C(=O)NCc4cccs4)cccc23)cn1
    14%	-8%	-0.1	4%	2	2%	-3%	3%	4%
CC[C@H](C)[C@@H](COC=O)NC(=O)[C@H]1O[C@@H](n2ccc(N)nc2=O)[C@H](O)[C@@H]1O
    -18%	0%	0.9	-7%	-2	-10%	-6%	-12%	-23%
Nc1nc(OCc2ccccc2)c2[nH]cnc2n1
    0%	-2%	-0.3	8%	-8	0%&-5%	-4%	-28%	-24%
CC(C)C[C@H]1CNC(=S)N1CC1CCN(CC2CCCC2)CC1
    5%	3%	0.1	-12%	0	0%	-7%	1%	-16%
CC(C)(C)OC(=O)N1CCC(C(=O)Nc2ccc(C(=O)N3CCCCC3)cc2)CC1
    5%	6%	-0.5	1%	-1	0%	-9%	4%	10%
COc1cc2ccccc2cc1C(=O)Nc1ccc(CN2CCOCC2)cc1
    -7%	-2%	0.7	-1%	3	10%	-1%	-6%	-1%
O/N=C(\CN1CCCCC1)c1ccccc1
    -16%	6%	-2.1	-3%	-1	-4%	1%	2%	4%

The results go on:
Sequence of screens: Abeta yeast res	WRN helicase inh	IL-2 act	EPAC1 antag	PI5P4K alpha inh	aSyn rescue	PLK1 PBD inh	EPAC1 agonist	FUS yeast rescue
COC(=O)/C(C#N)=C/N(C)C
    9%	5%	0.8	14%	-2	-6%	-5%	7%	-16%
Cc1ccc(NC(=O)C[n+]2ccccc2)cc1C
    -10%	4%	0.3	-18%	2	0%	-8%	14%	-21%
O=C(Nc1cccn2ncnc12)C(Cl)Cl
    1%	5%	-1.4	10%	-1	3%	1%	2%	-8%
O=C1C=C(c2cccc3c2oc2ccccc23)C[C@@H](c2ccc(F)cc2)C1
    -2%	-4%	0.6	-9%	8	8%	-10%	11%	37%
Cc1ccc(S(=O)(=O)N2CCN(C(=O)COC(=O)COc3cccc4c3OC(C)(C)C4)CC2)cc1
    16%	-1%	-5.2	-2%	10	-3%	-9%	4%	u
CC(=O)N(C)c1ccc(NC(=O)c2ccc([N+](=O)[O-])cc2Cl)cc1
    6%	-10%	-0.4	-8%	-5	1%	-3%	-8%	x
CC(C)CNC(=O)C1(C)CCCCCN1C(=O)c1cc(C#N)cs1 (stereo not drawn)
    -7%	3%	-0.2	-11%	-2	6%	-7%	5%	-17%
CCOc1ccccc1C(=O)NCCCN1CCN(CCCNC(=O)c2ccccc2OCC)CC1
    22%	-5%	-1.8	-1%	1	x	-5%	-1%	-9%
CC(C)(C)c1ccccc1OCC(=O)Nc1ccccc1C(=O)NCc1cccnc1
    2%	-7%	-0.6	-26%	23	1%	3%	9%	26%
CC(C(=O)NC(=O)NCc1ccccc1)N1C(=O)c2ccccc2C1=O (stereo not drawn)
    -3%[9.22 µM]	-20%	2.7	-8%	-4	6%	-4%	11%	-35%
COc1cc(-c2cc3nc(NCc4cccc(Cl)c4)ccn3n2)cc(OC)c1OC
    u	-15%	-0.6	-13%	-2	u	-5%	-13%	u
COCOc1cc(O)c2c(=O)c(OCOC)c(-c3ccc(OCOC)c(OCOC)c3)oc2c1
    -17%	-12%	-0.5	-22%	0	1%	-3%	-2%	u
Cc1cc(/C=C2/C(=N)N3C(c4ccccc4)=CSC3=NC2=O)c(C)n1-c1ccccc1
    -10%	-11%	-2.5	-15%	u	7%	7%	-4%	19%
CC(=O)c1ccccc1NC(=O)COC(=O)C1=NN(c2ccccc2)C(=O)CC1
    -9%	-8%	3.1	12%	0	0%	-5%	8%	16%
COc1ccccc1CNC(=O)C1CCC1
    4%	10%	0.2	-13%	-5	-12%	-19%	-2%	x

Going on with the list:
Sequence of screens: Abeta yeast res	WRN helicase inh	IL-2 act	EPAC1 antag	PI5P4K alpha inh	aSyn rescue	PLK1 PBD inh	EPAC1 agonist	FUS yeast rescue
Cc1cc(C=O)c(C)n1-c1cc(C(F)(F)F)ccc1N1CCOCC1
    12%	-11%	-0.3	-24%	4	4%	-5%	-3%	36%
COc1cccc(-c2cc(C(=O)NCCCN3CCOCC3)no2)c1
    -12%	5%	-2.4	6%	-4	1%	1%	-2%	-29%
CCCCN1CC(N2CCN(CCO)CC2)CS1(=O)=O (stereo not drawn)
    -11%	5%	0.4	-3%	-2	0%	-6%	5%	-18%
O=C(NCc1ccccc1Cl)C1CCN(c2ncnc3c2nc2n3CCCCC2)CC1
    -2%&-13%	2%	-1.7	16%	6	-6%	-10%	9%	-4%&-3%
CN(C)C(CNC(=O)CCOc1ccccc1)c1ccco1 (stereo not drawn)
    -5%	-18%	-0.5	5%	-2	-6%	-4%	-8%	9%
Cc1ccc(NC(=O)NCC2CCN(Cc3cc(C)ccc3Cl)CC2)c(C)c1
    1%	-7%	-2.6	9%	-7	-6%	-5%	-15%	16%
CNC(=O)COC(=O)c1cccnc1SC
    -1%	-4%	0.4	-10%	-7	1%	-2%	3%	-28%
O=C(C[C@@H]1CC[C@@H]2[C@H](COC[C@H](O)CN2S(=O)(=O)c2ccccc2)O1)Nc1ccccc1
    9%	-6%	-0.4	2%	-1	9%	2%	3%	4%
CCCNC(=O)COC(=O)/C(C#N)=C/c1cc(C)n(CCC)c1C
    -20%	4%	-2.8	-21%	-2	-8%	-11%	3%	19%
Cc1cccc([C@@H]2[C@@H]3C(=O)N(Cc4ccccc4)C(=O)[C@@H]3[C@]3(Cc4ccc(Cl)cc4)C(=O)N(c4ccc(Br)cc4)C(=O)N23)c1
    5%	6%	0.3	-3%	3	1%	2%	13%	u
CN(C(=O)c1ccc(F)cc1)c1ccccc1C(=O)NCc1ccccc1
    7%	-23%	-3.4	7%	8	-3%	-2%	1%	x
O=C(Nc1cccc(Cl)c1)Nc1nccs1
    14%	-2%[11.6 µM]	-0.7	-15%	0	x	2%	-6%	46%

Compound activity deposited in PubChem BioAssay by National Center for Advancing Translational Sciences (NCATS).
